# High-throughput results (PubChem BioAssay)
# Tau ThT inhib: qHTS for Inhibitors of Tau Fibril Formation, Thioflavin T Binding | recombinant tau K18 P301L, heparin-induced fibrillization, ThT fluorescence | hit rate 2.1% among 270,000 | Potency, µM (doses to about 57.4 µM), for inactives: at the top dose activity, negative = inhibition, most hits filed as inhibitors; also: % is scaled to controls: 0 for no effect and ±100 for the full control effect; nearly all actives have a fitted effect of over 55% in size
# Target sequence (P10636 561-689 P618L limits assumed): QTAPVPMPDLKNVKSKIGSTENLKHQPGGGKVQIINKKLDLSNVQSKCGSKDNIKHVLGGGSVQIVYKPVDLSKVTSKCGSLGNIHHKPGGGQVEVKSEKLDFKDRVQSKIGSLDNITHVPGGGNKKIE
#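 ThT emission at 510 nm, taken 1 hr after adding 30 uM dye, quantifies aggregates formed when 20 uM heparin acts on human tau K18 P301L for 6 hr at 37 C.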
# Tau fluor cs: Counterscreen qHTS for Inhibitors of Tau Fibril Formation, Fluorescence Polarization. tau K18 P301L Alexa594 fluorescence, heparin fibrillization. Potency, µM (series often up to 57.7 µM), inactives show top-dose activity change, negative = decrease. hit rate 0.93% among 280,000. AID 1463, 2008; also: % is scaled to controls: 0 for no effect and ±100 for the full control effect; nearly all actives have a fitted effect of over 55% in size
#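 Human tau K18 P301L (15 uM unlabeled, 0.24 uM Alexa 594-labeled) in 100 mM sodium acetate pH 7 with 20 uM heparin, 6 hr at 37 C. ThT 30 uM added, 1 hr ambient; Alexa 594 FP and total fluorescence read at 555/632 nm.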
# aGal spleen mod: qHTS Assay for Inhibitors and Activators of Human alpha-Galactosidase From Spleen Homogenate | Alpha-galactosidase A (Homo sapiens), P06280 | human spleen homogenate, 4MU-alpha-Gal fluorescence, 40 min | Potency, µM (titrated, usually from 80 µM), for the others: at the highest dose activity change, negative = inhibition, usual class: inhibitors | hit rate 0.008% among 240,000;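 also: 0% = enzyme with vehicle and -100% = no enzyme basal signal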
# Target sequence (P06280 32-429 limits assumed): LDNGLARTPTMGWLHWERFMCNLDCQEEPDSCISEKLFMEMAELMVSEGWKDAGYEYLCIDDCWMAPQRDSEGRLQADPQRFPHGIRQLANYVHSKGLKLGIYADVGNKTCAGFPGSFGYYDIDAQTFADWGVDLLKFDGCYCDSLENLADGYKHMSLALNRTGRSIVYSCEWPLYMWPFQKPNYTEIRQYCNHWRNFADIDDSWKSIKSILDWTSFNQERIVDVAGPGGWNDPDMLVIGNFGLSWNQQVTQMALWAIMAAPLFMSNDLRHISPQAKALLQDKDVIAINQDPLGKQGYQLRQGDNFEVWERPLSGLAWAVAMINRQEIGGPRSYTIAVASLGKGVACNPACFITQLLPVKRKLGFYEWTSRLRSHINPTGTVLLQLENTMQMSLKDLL
#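 qHTS titration in buffer at pH 5.0. Alpha-galactosidase activity in spleen homogenate was measured via 4-methylumbelliferone release from 1 mM fluorogenic substrate after 40 min at 37C and a pH 10 stop. AC50 came from Hill fits of control-normalized data.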
# HTT ATP protect: qHTS Multiplex Assay to Identify Dual Action Probes in a Cell Model of Huntington: Cytoprotection (ATP). AID 1471, 2008. Potency, µM (top dose mostly 56.4 µM), without a hit: cytoprotection (ATP increase), actives largely listed as activators. PC12 HTT-Q103 induced, cytoprotection, ATP luminescence, 40 h. hit rate 0.14% among 230,000;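 also: % of control where 0% means no effect; nearly all actives have a fitted effect of over 45% in size; toxic huntingtin expression switched on by the ecdysone agonist tebufenozide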
#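 Rat PC12, Q103 Htt exon1-GFP fusion, ecdysone promoter; tebufenozide inducer 100 nM final; compound titration; qHTS, 1500 cells/well; ATPlite luminescent read.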
# GAA spleen mod: qHTS Assay for Inhibitors and Activators of Human alpha-Glucosidase From Spleen Homogenate. Lysosomal alpha-glucosidase (Homo sapiens), P10253. AID 2112, 2009. Potency, µM (top dose mostly 79.9 µM), without a hit: top-dose activity change, negative = inhibition, usual class: inhibitors. hit rate 0.006% among 240,000. human spleen homogenate, 4-MU-alpha-glucoside fluorescence;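 also: 0% = enzyme with vehicle and -100% = no enzyme basal signal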
#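 Enzyme source: human spleen homogenate, 1 ug/well. Buffer 50 mM citric acid/K phosphate pH 5.0, 0.01% Tween-20. 4-MU-alpha-glucoside 1 mM; 37 C x 40 min; NaOH/glycine stop; fluorescence.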
# GAA inhib: qHTS Assay for Inhibitors of Human alpha-Glucosidase as a Potential Chaperone Treatment of Pompe Disease | Lysosomal alpha-glucosidase (Homo sapiens), P10253 | purified human GAA, 4-MU-alpha-glucoside fluorescence | Potency, µM (top dose mostly 76.9 µM), without a hit: top-dose activity change, negative = inhibition, usual class: inhibitors | hit rate 0.005% among 200,000;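 also: plate controls were uninhibited enzyme wells for no effect and no-enzyme background for full effect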
#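 Compounds are titrated up to 77 uM against 4 nM human enzyme. Substrate 4-methylumbelliferyl-alpha-D-pyranoside (400 uM) reacts 20 min at room temperature in pH 5.0 buffer; liberated 4-methylumbelliferone is read at 440 nm.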
# Tau FP inhib: qHTS for Inhibitors of Tau Fibril Formation, Fluorescence Polarization. AID 1468, 2008. Potency, µM (series often up to 57.7 µM), without a hit: at the top dose activity, negative = inhibition, hits mostly inhibitors. hit rate 0.39% among 280,000. K18 P301L tau heparin fibrillization, Alexa594 FP, 6 h. Microtubule-associated protein tau (Homo sapiens), P10636; also: % is scaled to controls: 0 for no effect and ±100 for the full control effect; nearly all actives have a fitted effect of over 55% in size
#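 Quantitative HTS format: compounds meet 15 uM recombinant K18 P301L tau and Alexa 594-tau tracer in 100 mM sodium acetate pH 7; 20 uM heparin triggers fibrillization at 37 C over 6 hr; FP gives the signal.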
# GAA glycogen mod: qHTS Assay for Inhibitors and Activators of Human alpha-Glucosidase Cleavage of Glycogen; Lysosomal alpha-glucosidase (Homo sapiens), P10253; recombinant GAA, glycogen substrate, Amplex Red glucose oxidase fluorescence; Potency, µM (top dose mostly 76.4 µM), without a hit: at the highest dose activity change, negative = inhibition, most hits filed as inhibitors; hit rate 0.38% among 300,000; AID 2100, 2009;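 also: 0% = full enzyme reaction and -100% = no-enzyme basal signal; the screen sought inhibitors and activators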
#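 Natural-substrate format: glycogen cleavage by 4 nM human enzyme, glucose read by Amplex Red coupling (Ex 573, Em 610 nm). Normalized to enzyme and no-enzyme controls.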
# * = called active by the depositor; ? = inconclusive; . = no result given; [ ] = another dose, or the depositor's remark. Calls follow the shape of the dose curve; as a rule, active = well fitted curve in the direction sought with a large enough effect; inconclusive = small, poorly fitted or top-dose-only effect, or another doubt; inactive = no such curve, though single readings can be large; an effect the other way counts as inactive or inconclusive. Potency is read from the fitted curve at half-maximal effect.
SMILES,Tau ThT inhib,Tau fluor cs,aGal spleen mod,HTT ATP protect,GAA spleen mod,GAA inhib,Tau FP inhib,GAA glycogen mod
Cc1cc(Cl)ccc1OCc1nc(-c2ccc(O)cc2)n[nH]1,?,?,3.9%,-8.6%,-0.5%,2.2%,-13.7%,-10.4%
COC(=O)Cn1c(=NC(=O)CSCC(=O)NC2CCCCC2)sc2cc(OC)ccc21,-13.3%,-10.4%,-2.9%,-3.6%,-9.3%,-6.0%,-5.1%,2.8%
CCN(c1cccc(C)c1)S(=O)(=O)c1nnc(NC(=O)c2cccs2)s1,?,-25.3%,.,.,.,.,8.5%,-9.6%[76.3 µM]
CCOc1ccc(/C=N/n2c(SC)nnc2-c2ccccc2)cc1OCC,-3.3%,0.8%,3.1%,-8.3%,1.3%,0.2%,-3.5%,1.9%
O=C(Cc1ccccc1)NCC(=O)OCC(=O)c1ccccc1Cl,-11.3%,-10.1%,6.7%,8.0%[10 µM],2.4%,-2.5%[15.4 µM],-1.7%,4.1%
Cc1nn(-c2ccc(F)cc2)c(C)c1NS(=O)(=O)c1ccc(Cl)cc1,-3.3%,-12.3%,-6.8%,-23.5%,-1.6%,2.3%,2.4%,-24.6%
CC(C)CO/N=C1/C[C@@H](O)[C@@H](O)[C@@H]2[C@@H]3C(=O)N(C(C)(C)C)C(=O)[C@H]3CC[C@H]12,-5.6%[11.5 µM],-8.7%[11.6 µM],7.2%[17.5 µM],-0.5%[10 µM],2.7%[17.4 µM],.,-3.4%[11.6 µM],.
Cc1cccc(CS(=O)(=O)Cc2ccc(C(=O)NCC3CCCO3)o2)c1 (configuration not stated),3.9%,1.6%,-8.8%,-4.4%,-0.2%,-0.5%,0.5%,3.4%
C=C(C)C(=O)/C=C/C=C/c1ccccc1,-3.9%,0.1%,5.8%,20.6%,-1.4%,.,-1.0%,.
Cc1cc(C)c(S(=O)(=O)N(C)CC(=O)NC2CCCC2)c(C)c1,-2.6%,2.4%,8.7%,-12.5%,2.0%,-2.6%,5.6%,-0.7%
CCN(C(=O)COC(=O)c1ccc(Cl)cc1N)C1CCCCC1,-9.3%,-9.5%,-2.0%,-18.6%,-8.8%,14.8%,0.0%,-2.2%
CCSc1ncc(/C=N/Nc2ccc([N+](=O)[O-])cc2)n1C,0.891µM*,?,-10.4%,-23.5%,-1.8%,-6.8%,-11.7%,?
Cc1ccsc1C1C(C#N)=C(N)OC2=C1C(=O)CCC2 (configuration not stated),-7.2%,-0.9%,-3.5%,23.9%[10 µM],-1.3%,3.7%,-1.4%,6.0%
CCOC(=O)CC(=O)CSc1nc2sc(C)cc2c(=O)n1Cc1ccco1,-13.7%,-13.2%,6.4%,-7.2%,1.2%,-0.5%,-6.1%,-15.5%
O=c1c2cnn(-c3ccc(F)cc3)c2ncn1Cc1ccccn1,-11.7%,-5.6%,-2.3%,3.3%,-2.5%,-0.9%,-1.9%,-12.5%
Cc1ccc(S(=O)(=O)N(C)C)cc1NC(=S)N1CCN(Cc2ccc3c(c2)OCO3)CC1,-5.6%,-8.9%,4.7%,-12.5%,5.0%,-0.5%,-2.9%,-2.8%
Cc1ccc(CN2CCSCC2)c(C)c1,3.8%,9.3%,-1.4%,.,2.3%,-4.0%,7.6%,8.3%
Cc1ccc(S(=O)Cc2ccc(C(=O)NC3CCCCCC3)o2)cc1 (configuration not stated),-6.2%,-6.8%,.,.,.,.,-9.3%,-9.5%[76.3 µM]
NC(=O)/C(=C\c1ccccc1)NC(=O)c1ccc(NC(=O)c2ccccc2)cc1,-14.8%,-11.9%,7.2%,3.8%[10 µM],5.8%,-8.3%[15.4 µM],4.2%,0.0%
O=C(CC1C(=O)NCCN1Cc1ccc(-c2ccccc2)cc1)NCCCn1cccn1 (configuration not stated),-12.5%,-3.9%,6.6%,16.7%[10 µM],3.1%,-23.0%,-0.3%,2.8%

# Ordered by SMILES length (smallest number first): part of the list above
SMILES,Tau ThT inhib,Tau fluor cs,aGal spleen mod,HTT ATP protect,GAA spleen mod,GAA inhib,Tau FP inhib,GAA glycogen mod
Cc1ccc(CN2CCSCC2)c(C)c1,3.8%,9.3%,-1.4%,.,2.3%,-4.0%,7.6%,8.3%
C=C(C)C(=O)/C=C/C=C/c1ccccc1,-3.9%,0.1%,5.8%,20.6%,-1.4%,.,-1.0%,.
O=c1c2cnn(-c3ccc(F)cc3)c2ncn1Cc1ccccn1,-11.7%,-5.6%,-2.3%,3.3%,-2.5%,-0.9%,-1.9%,-12.5%
Cc1cc(Cl)ccc1OCc1nc(-c2ccc(O)cc2)n[nH]1,?,?,3.9%,-8.6%,-0.5%,2.2%,-13.7%,-10.4%
COC(=O)Cn1c(=NC(=O)CSCC(=O)NC2CCCCC2)sc2cc(OC)ccc21,-13.3%,-10.4%,-2.9%,-3.6%,-9.3%,-6.0%,-5.1%,2.8%

# (listing goes on)
SMILES,Tau ThT inhib,Tau fluor cs,aGal spleen mod,HTT ATP protect,GAA spleen mod,GAA inhib,Tau FP inhib,GAA glycogen mod
CSc1nc2sc3c(c2c(=O)n1C1CCCCC1)CCN(C)C3,0.0%,3.4%,9.7%,11.2%[10 µM],0.4%,-1.2%,9.8%,11.0%
Cc1ccc(-n2cnnn2)cc1Cl,-3.8%,-6.0%,4.0%,-13.2%,2.8%,-26.9%,-6.5%,0.8%
Cc1cc(C)n(CC(=O)N/N=C/c2c[nH]c3ccccc23)n1,?,-28.8%,2.2%,-12.1%[10 µM],-14.1%,.,13.4%,1.8%
Cc1ccc(C(=O)Nc2ccc3c4c(cccc24)CC3)cc1[N+](=O)[O-],-6.1%,-12.3%,7.1%,-7.4%[10 µM],-0.4%,-1.3%,-5.7%,-6.3%
Cc1ccc(NC(CC(=O)c2ccccc2)C(=O)O)cc1Cl (configuration not stated),?,-14.2%,14.6%,-3.1%[10 µM],4.4%,.,?,?
COC(=O)c1cc(=O)n(Cc2ccc(OC)cc2)c(=NCc2ccc(OC)cc2)s1,0.1%,-3.2%,2.8%,28.1%,0.7%,-0.7%,-1.5%,4.1%
Cc1cccc(N2C(=O)C3CCC(c4ccccc4)CC3C2=O)c1 (configuration not stated),-8.2%,-12.8%,4.2%,.,3.9%,-2.8%,3.4%,-4.8%
CCOC(=O)c1c(NC(=O)CNCCOC)sc2c1CCCC2,?,-2.0%,-0.2%,6.9%[10 µM],-9.1%,-3.6%,5.3%,-17.6%
CCOc1ccc(NS(=O)(=O)c2ccc(NC(=S)NC(C)=O)cc2)cc1,-6.6%,-9.2%,-0.3%,13.6%[10 µM],1.8%,0.5%,-2.9%,11.9%
COc1ccc(NC(=O)Nc2ccc(C(=O)N3CCOCC3)cc2)cc1,0.1%,-5.8%,1.4%,-17.2%[0.074 µM],4.2%,-2.3%,4.7%,7.6%
CCN(CC)CCCNc1nc(-n2nc(C)cc2C)nc2sc3c(c12)CC(C)(C)OC3,-15.5%,-9.2%,-2.7%,13.9%[10 µM],-7.5%,.,2.6%,1.1%
CC1=NN(Cc2c(C)nn(Cc3ccccc3)c2C)C(C)(C)C1,-4.2%,-10.0%,-1.7%,-16.9%,.,-7.2%,-2.2%,-29.0%
CN1CCN(C2CCCCCC2)CC1,1.2%,6.3%,-4.6%,23.0%[10 µM],-0.6%,-0.9%,10.4%,-1.5%
CCN(CC)CCNC(=O)c1ccc(NC(=O)c2ccc(Cl)c(S(=O)(=O)N3CCCCCC3)c2)cc1,-5.0%,?,-6.2%,-56.9%[inhibitor][10 µM],-11.3%,.,?,4.8%
Cc1c(Cl)cccc1NC(=O)Cn1cc2c(n1)CCCC2,0.0%,-13.0%,.,.,.,.,?,2.5%[76.3 µM]
CC1CCc2ccccc2N1C(=O)c1cccs1 (configuration not stated),1.8%,-5.4%,5.5%,5.8%,-1.3%,-3.8%,-2.4%,6.3%
Cc1sc2ncnc(OCC(=O)N3CCN(S(=O)(=O)c4ccccc4)CC3)c2c1C,-9.5%,-7.8%,21.9%,.,?,?,-4.2%,-23.9%
COc1cc(/C=C/C(=O)OCC(=O)c2c(N)n(C)c(=O)n(C)c2=O)ccc1OC(F)F,6.6%,-19.7%,-0.3%,-1.9%[10 µM],-3.2%,?,-8.7%,20.6%
COc1cc(OC)c(OC)cc1CN1CCN(S(=O)(=O)c2ccc(F)cc2)CC1,-9.1%,-5.3%,-1.6%,0.1%,-3.8%,-2.4%,-1.9%,-9.0%
O=C(CSc1nc(-c2ccco2)cc(C(F)(F)F)n1)NC1CCCC1,-9.1%,-4.6%,-2.4%,-0.6%,-11.1%,-2.6%[15.4 µM],1.9%,8.8%
Cc1oc(-c2ccccc2Cl)nc1CN(C)C(C)c1ccon1 (configuration not stated),0.7%,-0.8%,9.4%,0.6%[10 µM],-1.6%,8.6%,-5.4%,6.5%
CCC(=O)Nc1cccc(C(=O)c2ccccc2)c1,-0.2%,-4.7%,0.1%,-6.7%,-5.5%,-6.8%,0.5%,3.8%
CCC(C)NC(=O)CN(C)S(=O)(=O)c1ccc2c(c1)c(=O)n(C)c(=O)n2C (configuration not stated),-6.0%,-7.0%,-1.2%,-17.2%,-9.4%,-0.8%,-5.3%,3.3%
CC(NC(=O)CCSCCC(=O)NC(C)c1ccccc1)c1ccccc1 (configuration not stated),?,-4.6%,-0.1%,26.3%[10 µM],3.0%,5.0%,-14.6%,7.8%
CC(=O)NC(c1cccs1)c1cc([N+](=O)[O-])c2cccnc2c1O (configuration not stated),?,-14.4%,-4.8%,-56.4%[inhibitor][10 µM],?,-11.2%,5.8%,10.2%
